AMA1-RON2 inh: qHTS for Inhibitors of AMA1-RON; Towards Development of Antimalarial Drug Lead: Primary Screen | Plasmodium falciparum AMA1 (3D7) - RON2 peptide interaction | AlphaScreen AMA1-biotinylated RON2 peptide binding | Potency, µM (series often up to 58.2 µM), inactives show at the highest dose activity change, negative = inhibition, usual class: inhibitors | 0.2% of 360,000 active;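 note: potency is the fitted concentration of half-maximal effect; 0% = vehicle wells and -100% = peptide control; nearly all actives have a fitted effect of over 45% in size; some results filed as inactive show a strong effect at the top dose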
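AMA1 (3D7) with his tag at 25 nM final met compounds first, then biotinylated RON2 peptide at 25 nM; detection used donor plus acceptor beads, 10 µg/mL apiece, read by AlphaScreen after 30 min at room temperature.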
AmpC inh no detg: qHTS Inhibitors of AmpC Beta-Lactamase (assay without detergent). P00811. AmpC nitrocefin hydrolysis, absorbance 480 nm, 0.0001% Triton. Potency, µM (highest dose often 57.1 µM), for the others: top-dose activity change, negative = inhibition, most hits filed as inhibitors. 0.52% of 330,000 active;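 note: potency is the fitted concentration of half-maximal effect; plate controls were no compound for no effect and no enzyme for full effect; nearly all actives have a fitted effect of over 20% in size; some results filed as inactive show a strong effect at the top dose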
Target sequence (P00811 whole entry, looked up): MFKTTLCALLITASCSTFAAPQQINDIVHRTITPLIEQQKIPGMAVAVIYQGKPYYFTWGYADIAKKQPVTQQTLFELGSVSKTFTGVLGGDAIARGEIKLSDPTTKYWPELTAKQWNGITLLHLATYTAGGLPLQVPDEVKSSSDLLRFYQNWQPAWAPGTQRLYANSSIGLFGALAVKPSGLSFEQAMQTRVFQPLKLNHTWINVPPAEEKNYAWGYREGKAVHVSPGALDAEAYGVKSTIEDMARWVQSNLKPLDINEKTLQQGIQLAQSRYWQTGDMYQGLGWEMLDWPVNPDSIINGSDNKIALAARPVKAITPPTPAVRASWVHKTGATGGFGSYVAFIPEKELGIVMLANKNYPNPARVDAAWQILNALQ
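20 mM phosphate pH 7.0 + 0.01% (detergent screen) or 0.0001% Triton X-100; 5.3 nM AmpC reagent; cpd preinc 15 min RT; nitrocefin (800 uM stock) to start; A480 q20 s × 4 min; Activity was normalised to no-enzyme and no-compound control wells.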
LmPK inhibitor: qHTS Assay for Inhibitors of Leishmania Mexicana Pyruvate Kinase (LmPK). 0.37% of 290,000 active. Q27686. AID 1721, 2009. purified LmPK, Kinase-Glo ATP luminescence, 1 h. Potency, µM (series often up to 57.5 µM), without a hit: at the highest dose activity change, negative = inhibition, actives largely listed as inhibitors; note: potency is the fitted concentration of half-maximal effect
Target sequence (Q27686 whole entry, looked up): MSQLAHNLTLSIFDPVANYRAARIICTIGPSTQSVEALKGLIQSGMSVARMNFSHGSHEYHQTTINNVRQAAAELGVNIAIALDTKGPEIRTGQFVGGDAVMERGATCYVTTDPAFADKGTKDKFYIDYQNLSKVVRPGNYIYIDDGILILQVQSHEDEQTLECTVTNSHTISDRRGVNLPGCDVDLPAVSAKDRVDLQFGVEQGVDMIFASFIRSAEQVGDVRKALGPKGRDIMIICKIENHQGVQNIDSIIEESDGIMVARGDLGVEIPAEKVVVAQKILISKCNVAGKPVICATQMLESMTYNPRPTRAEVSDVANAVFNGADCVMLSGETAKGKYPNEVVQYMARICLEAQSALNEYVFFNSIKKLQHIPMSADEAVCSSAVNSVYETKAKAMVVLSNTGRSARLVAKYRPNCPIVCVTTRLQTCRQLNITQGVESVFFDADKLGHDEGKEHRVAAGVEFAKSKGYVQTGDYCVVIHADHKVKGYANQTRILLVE
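qHTS format; LmPK 0.1 nM; substrates PEP 0.5 mM and ADP 0.1 mM. One-hour room-temperature incubation, then coupled luciferase luminescence; 0.5 nM enzyme wells mark activation.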
AmpC detergent: qHTS Inhibitors of AmpC Beta-Lactamase (assay with detergent) | Potency, µM (doses to about 114 µM), inactives show at the highest dose activity change, negative = inhibition, most hits filed as inhibitors | AmpC hydrolysis of nitrocefin, absorbance 480 nm, 0.01% Triton | 0.041% of 370,000 active | AID 485294, 2010 | P00811;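 note: potency is the fitted concentration of half-maximal effect; 0% = no-compound wells and -100% = no-enzyme wells; nearly all actives have a fitted effect of over 25% in size; some results filed as inactive show a strong effect at the top dose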
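20 mM phosphate pH 7.0 + 0.01% (detergent screen) or 0.0001% Triton X-100; 5.3 nM AmpC reagent; cpd preinc 15 min RT; nitrocefin (800 uM stock) to start; A480 q20 s × 4 min; Activity was normalised to no-enzyme and no-compound control wells.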
Sm TGR block: qHTS Assay for the Inhibitors of Schistosoma Mansoni Peroxiredoxins; Schistosoma mansoni thioredoxin glutathione reductase (TGR), Q962Y6; purified TGR, DTNB reduction, TNB absorbance 405 nm; Potency, µM (top dose mostly 114 µM), inactives show at the top dose activity change, negative = inhibition, actives largely listed as inhibitors; 3% of 360,000 active; note: potency is the fitted concentration of half-maximal effect; nearly all actives have a fitted effect of over 60% in size
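First, TGR (20 nM dispensed) and NADPH were mixed with compound. Second, a 15 min room-temperature incubation followed. Third, further NADPH and then DTNB were added to start the reaction. Finally, TNB absorbance was monitored kinetically.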
HCMV antiviral: qHTS Assay for inhibitors of the human cytomegalovirus (HCMV); 4.5% of 410,000 active; HFF cells, HCMV-luciferase reporter, 72 h; active compounds read low; activity change, negative = inhibition, % at 57.5 µM; in the data active = activity change below about -60%; inconclusive = no clear call, values can overlap the other calls; inactive = above about -39%
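Inhibition of viral replication was scored as loss of reporter luminescence in HFFs infected with HCMV-luciferase (MOI 1 PFU/cell) for 72 h; compounds tested at 2 doses, normalized to buffer and Salinomycin controls.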
TbPYK inhibitor: qHTS of Trypanosoma Brucei Inhibitors | 0.12% of 410,000 active | TbPYK enzyme, Kinase-Glo Plus ATP luminescence, 45 min | pyruvate kinase (Trypanosoma brucei), Q57TT1 | AID 624173, 2012 | Potency, µM (highest dose often 76.8 µM), for the others: at the highest dose activity, negative = inhibition, most hits filed as inhibitors; note: potency is the fitted concentration of half-maximal effect; nearly all actives have a fitted effect of over 50% in size
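Readout: single end-point luminescence (Kinase-Glo Plus, 10 min). Reaction conditions were TbPYK/substrate plus 130 uM ADP, 45 min at RT, pH 7.2 TEA buffer. No-enzyme wells served as controls, and data were normalized before concentration-response fitting.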
An asterisk follows results filed as active; ? = inconclusive; . = not tested or not shown; [ ] = remark or other dose. Unless noted, calls come from the whole dose curve; as a rule, active = well fitted curve in the direction sought with a large enough effect; inconclusive = small, poorly fitted or top-dose-only effect, or another doubt; inactive = no such curve, though single readings can be large; an effect the other way counts as inactive or inconclusive. Unless noted, % is set by controls: 0 for no effect and ±100 for the full control effect. Not a hit list, and some 7.4% of all compounds hit somewhere here.

SMILES | AMA1-RON2 inh | AmpC inh no detg | LmPK inhibitor | AmpC detergent | Sm TGR block | HCMV antiviral | TbPYK inhibitor
CS(=O)c1nc(-c2ccc(Br)cc2)cc(-c2ccccc2)c1C#N (stereo not given) | 6% | -8% | -8% | -1% | 3% | -98* | -2%
COc1ccc(-c2nc3c(n2O)CCCC3=O)cc1OC | 3% | -9% | -2% | -4% | -3% | -17 | -1%
CCOC(=O)c1c(C)n(C)c2ccc(OC)c(NC(=O)CCN3CCSCC3)c12 | 2% | 23% | 5% | ? | 1% | -3 | -5%
NC(=O)c1ccccc1N | 11% | . | . | . | . | 23 | 3%
CCC(=O)Nc1ccc(-c2nc3ncccc3o2)cc1C | . | . | . | 0% | -6% | 82 | 1%
COC(=O)c1sc(NC(=O)COc2cccnc2[N+](=O)[O-])c(C(=O)OC)c1C | -2% | -45% | . | -13% | -13% | 29 | 0%
CC(OC(=O)c1ccccc1O)C(=O)Nc1cccc(Cl)c1 (stereo not given) | 14% | -48% | -2% | -1% | 7% | -24 | 3%
O=C(O)CCCC(=O)Nc1cccc([N+](=O)[O-])c1 | 17% | -15% | 0% | -6% | -7% | ? | 3%
CC(C)CN(CC(C)C)C(=O)Cc1coc2ccc3ccccc3c12 | ? | . | 6% | 0% | -21% | 14 | -1%
Cc1cc(NC(=O)CC#N)n(-c2nc3ccccc3[nH]2)n1 | 125%[activator] | -53% | 1% | 2% | 14% | 224 | 2%
CCc1c(C)nc(SCC(=O)c2ccc(C)c(C)c2)[nH]c1=O | -5% | -34% | 3% | ? | -17% | 20 | -7%
NC(=O)CSc1nnc(-c2ccc(S(=O)(=O)N3CCCC3)cc2)n1CC1CCCO1 (stereo not given) | -6% | 2% | -3% | -15% | 5% | -22 | 1%
COc1ccc(S(=O)(=O)NCc2ccccn2)cc1 | 8% | -13% | 4% | 0% | 2% | 41 | 1%
CN(C)CCCN(C(=O)c1cc2ccccc2oc1=O)c1nc2ccc(F)cc2s1 | 6% | 34% | 1% | 5% | 5% | -12 | -1%
Cc1ccc2c(c1)N(CC(=O)NCC1CCCO1)C(=O)CO2 (stereo not given) | -1% | -8% | -1% | 0% | 11% | -34 | 1%
CCC(=O)Nc1cccc(C(=O)OCc2cccc([N+](=O)[O-])c2)c1 | 8% | -21% | 2% | 1% | 0% | -39 | 7%
Cc1cc2c(=O)n(C)c(SCC(=O)NC3CCCC3)nc2s1 | -21% | -10% | . | -19% | -5% | -17 | -25%
O=C(CSc1cccc2cccnc12)N/N=C/c1cccnc1 | 0% | -28% | 7%[11.5 µM] | -1% | 11% | -101* | -13%
CCN(CC)C(=O)Cn1nc(-c2ccccc2O)nc1SCC(=O)Nc1ccc(OC)cc1 | 2% | 62%[activator] | 18% | 14% | 7% | -2 | 3%
O=[N+]([O-])c1ccc(/C=N/n2cnc3ccccc32)s1 | 7% | -17% | 0% | -12% | -20% | 48 | -6%
CN1CCN(C2Cc3cc(Cl)ccc3Sc3cc(F)ccc32)CC1 (stereo not given) | ? | . | . | . | . | -78* | -12%
CCCCC[C@H](C)N1C[C@H](COCc2ccccc2)Oc2cc(N3CC[C@@H](O)C3)ccc2S1(=O)=O | -19% | . | . | . | . | -1 | -1%
Cc1cccc(Nc2ccc([N+](=O)[O-])cn2)c1 | 2% | -31% | 7% | -11% | -1% | 0 | -1%
O=C(Nc1ccc(Cl)c([N+](=O)[O-])c1)c1ccc(NCCCN2CCOCC2)c([N+](=O)[O-])c1 | 25% | -19% | -16% | -14% | -9% | -20 | 2%
CCOc1ccc(Nc2oc(-c3cccc(Cl)c3)nc2C#N)cc1 | -1% | -46% | -1% | -8% | ? | -21 | -11%
Cc1ccc(CSc2ccc(S(=O)(=O)N3CCCC3)cn2)cc1 | 30% | -17% | . | 0% | 2% | 0 | 0%
O=C(c1cc(C(=O)NCc2ccccc2)c(=O)n(Cc2ccccc2)c1)c1cc(Cl)ccc1O | -8%[2.32 µM] | ? | 2% | 2% | -17% | -2 | -8%
Cc1c(/C(O)=C2\C(=O)C(=O)N(CCCN(C)C)C2c2ccco2)cnn1-c1ccccc1 (stereo not given) | 4% | . | . | . | . | -34 | -6%
Cc1cc(C)nc(NNS(=O)(=O)c2ccc(Cl)cc2)n1 | 14% | -15% | . | . | . | -61* | -3%
Cc1[nH]n(-c2ccccc2)c(=O)c1C=Nc1ccc(S(=O)(=O)N=C(N)N)cc1 | -2% | -15% | 6% | 2% | -6% | -17 | 2%
CC1(C(=O)NCCc2c[nH]c3ccccc23)CCN1CC1CCCCC1 (stereo not given) | -16% | . | . | . | . | -64* | 0%
Cc1cccc(NC(=O)c2ccccc2O)c1C | 4% | -19% | -14% | -1% | 17% | -86* | 3%
Cc1ccc(C)c(NC(=O)CCN2CCN(C)CC2)c1 | 6% | 2% | -7% | -10% | 0% | 29 | 1%
Cc1cccc(C(=O)N2CCc3cc(CNC(=O)c4cc5ccccc5[nH]4)ccc32)c1 | . | . | . | -7% | 4% | 2 | -1%
CCOC(=O)c1ccc2c(c1)n(Cc1ccccc1)c(C)[n+]2CC | 12% | -1% | 2% | 3% | -15% | ? | 3%
O=c1[nH]cnc2c1ccn2C1OC(CO)C(O)C1O (stereo not given) | -5% | . | . | . | . | -69* | 5%
CN(C)S(=O)(=O)c1cccc(NC(=O)COC(=O)CNC(=O)c2cccc([N+](=O)[O-])c2)c1 | 5% | -34% | 11% | -3% | 5% | 56 | 2%
CN(CC(=O)Nc1ccccc1N1CCOCC1)CC(=O)Nc1ccc(F)c(F)c1F | 101%[activator] | 84%[activator] | 4% | 1% | 0% | -12 | -5%
Nc1ccc2nc(C(F)(F)F)[nH]c2c1 | 13% | -21% | -3% | ? | . | -10 | -5%
COc1ccccc1OCCCn1c(-c2ccc(Cl)cc2)nc2ccccc2c1=O | . | . | . | -2% | -1% | 39 | -8%
COc1ccc([C@@H]2Sc3ccccc3NC(=O)[C@@H]2O)cc1 | 11% | . | . | . | . | -15 | 0%
O=C(CSc1nc2c(cnn2-c2ccccc2)c(=O)[nH]1)N1N=C(c2cccs2)CC1c1ccc(F)cc1 (stereo not given) | -1% | -5% | -4% | ? | -1% | -6 | -10%
Nc1ccc(Sc2cnn(-c3ccccc3)c(=O)c2Cl)cc1 | -9% | -22% | 7% | 6% | -18% | ? | -11%
CC1CCCN(Cc2ccc(OCc3ccccc3)cc2)C1 (stereo not given) | -12% | -3% | 7% | -12% | 0% | 8 | 1%
Cc1cccn2c(=O)c3cc(C(=O)NC4CCCCC4)c(=N)n(Cc4ccccc4)c3nc12 | -8% | -56% | 3% | 1% | 2.8µM* | -61* | 3%
C[C@H](NC(=O)c1nc[nH]c1C(=O)N1CCc2ccccc2C1)C(=O)OC(C)(C)C | 0% | 42% | 4% | 4% | 7% | 39 | 6%
COCCOC(=O)c1c(N)n(Cc2ccco2)c2nc3ccccc3nc12 | -7% | -13% | 2% | 5% | 6% | 17 | -2%
O=C(Cc1ccc(NC(=O)C2CCN(C(=O)C3CC3)CC2)cc1)Nc1cccc(C(=O)N2CCCC2)c1 | 7% | . | . | . | . | -8 | -2%
O=c1c2c3c(sc2nc2n1CCCC2)CCCCC3 | -4% | 1% | 1% | -1% | -2% | 46 | -11%
c1ccc(Cc2nnc(SCc3nc(-c4cccs4)no3)n2-c2ccccc2)cc1 | . | . | . | 4% | -1% | -14 | -7%
CN1CCC2CC1c1cc(-c3ccc(C(F)(F)F)cc3)ccc12 (stereo not given) | -2% | . | . | . | . | -15 | -3%
C#CCOCCOCCOCCNc1nc(N2CCN(C(=O)CCCCCCCCCCNC(=O)[C@@H](CCSC)n3cc(CCO)nn3)CC2)nc(N2CCN(C(=O)CCCCCCCCCCNC(=O)[C@H]([C@@H](C)CC)n3cc(CCCCCN)nn3)CC2)n1 | ? | 249%[activator] | . | 6% | 1% | . | -5%
Cc1cc(=O)n2nc(N3CCC(C(=O)NC4CCCc5ccccc54)CC3)sc2n1 (stereo not given) | -9% | 19% | 1% | -7% | -7% | -19 | 1%
COCCCn1c(SCC(=O)N2CC(=O)Nc3ccccc32)nnc1-c1ccoc1C | -13% | -4% | 7% | ? | 0% | 27 | 2%
O=C(CNC(=S)N(Cc1ccccc1Cl)C1CCCC1)NCCN1CCOCC1 | 8% | 181%[activator] | -4% | ? | -6% | 4 | -3%
COc1cc(NC(=O)c2ccccc2)c(OC)cc1NC(=O)CN1CCOCC1 | -1% | 50% | 4% | ? | -4% | -22 | -2%
O=C(COc1ccc(S(=O)(=O)N2CCCC2)cc1Cl)NC1CC1 | -3% | -8% | 3% | ? | -28% | 13 | 9%
CCOC(=O)c1c(CN2CCNCC2)nc2ccc(Cl)cc2c1-c1ccccc1 | -9% | . | . | . | . | 2 | -9%
COCc1cccc(-c2csc(C(O)c3ccc(F)c(OC)c3)n2)c1 (stereo not given) | 5% | . | . | . | . | -33 | 7%
Cc1cc(C)c(NC(=O)C(C)n2nc(-c3ccc(C)c(C)c3)ccc2=O)c(C)c1 (stereo not given) | . | . | . | 19% | 1% | 12 | 0%
Cc1ccc(Cn2c(=O)n(-c3cccc(C(F)(F)F)c3)c(=O)c3c(C)c(C)sc32)c(C)c1 | . | . | . | 18% | 6% | -15 | 2%

Quoted at random: 4 compounds from above, in no set order.
SMILES | AMA1-RON2 inh | AmpC inh no detg | LmPK inhibitor | AmpC detergent | Sm TGR block | HCMV antiviral | TbPYK inhibitor
O=C(CNC(=S)N(Cc1ccccc1Cl)C1CCCC1)NCCN1CCOCC1 | 8% | 181%[activator] | -4% | ? | -6% | 4 | -3%
CN(CC(=O)Nc1ccccc1N1CCOCC1)CC(=O)Nc1ccc(F)c(F)c1F | 101%[activator] | 84%[activator] | 4% | 1% | 0% | -12 | -5%
CCc1c(C)nc(SCC(=O)c2ccc(C)c(C)c2)[nH]c1=O | -5% | -34% | 3% | ? | -17% | 20 | -7%
Cc1ccc(Cn2c(=O)n(-c3cccc(C(F)(F)F)c3)c(=O)c3c(C)c(C)sc32)c(C)c1 | . | . | . | 18% | 6% | -15 | 2%
